Bioassay records from PubChem.
Siah-1 displacement: Siah-1 peptide-binding antagonists, primary screen, biochemical, fluorescence polarization, rhodamine-plectin, uHTS (AID 1817); E3 ubiquitin-protein ligase SIAH1 (Homo sapiens); Siah-1 / rhodamine-plectin peptide fluorescence polarization; higher % means a stronger effect; displacement, % at 20 µM; hits with a dose series show IC50 in µM; 290,000 compounds, 0.02% hits;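 active = displacement of at least 50% at 20 µM, with a fluorescence ratio check between 0.3 and a set limit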;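 note: plate controls were Siah plus tracer with DMSO for no effect and tracer alone without Siah for full effect; strong numbers were not always called active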
P. falciparum M1AAP: P. falciparum M1AAP inhibitors, biochemical, fluorogenic H-Leu-NHMec substrate, 1536-well (AID 1445) | 220,000 compounds, 0.42% hits | recombinant M1AAP, H-Leu-NHMec fluorogenic kinetic assay; higher % means a stronger effect | inhibition, % at 30 µM; hits with a dose series show IC50 in µM;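 active = primary inhibition above the hit cutoff, then over 50% inhibition at one or more dose response concentrations, cut at about 23% in these data, passing the limit was not always enough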;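 note: plate controls were DMSO full reaction for no effect and no enzyme background for full effect; strong numbers were not always called active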
AID2073: inhibitors of Mint1-CaV2.2 protein interaction, biochemical, HTRF (AID 2073); inhibition, % at 20 µM; hits with a dose series show IC50 in µM; HTRF protein-protein interaction, Mint1-CaV2.2; higher % means a stronger effect; 290,000 compounds, 0.19% hits; in the data active = inhibition mostly above about 51%, no sharp cut-off; note: some results filed as inactive read as strong as hits
P. falciparum M17LAP: P. falciparum M17LAP inhibitors, primary screen, biochemical, fluorogenic H-Leu-NHMec substrate, 1536-well (AID 1619). recombinant M17LAP, H-Leu-NHMec fluorogenic kinetic assay; higher % means a stronger effect. inhibition, % at 30 µM; hits with a dose series show IC50 in µM. 220,000 compounds, 0.38% hits;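 active = compound inhibiting the enzyme by more than half at any dose during confirmatory dose-response retesting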;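 note: plate controls were full reaction with DMSO carrier for no effect and no enzyme background for full effect; strong numbers were not always called active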
ER stress rescue: rescue of cells from ER stress-induced death, primary screen, 384-well, CSM14.1, thapsigargin, ATP luminescence (AID 1222) | CSM14.1 thapsigargin-induced death rescue, ATP luminescence; higher % means a stronger effect | 190,000 tested, under 10 active | cellular ATP content (survival), % at 20 µM, or EC50 in µM where a hit was titrated;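 active = EC50 below 50 µM in the dose-response confirmation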;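 note: death triggered by thapsigargin at about 15 µM added after 2 h compound pretreatment; cell ATP read after overnight thapsigargin exposure of roughly 18 to 22 hours; normalized against plate controls of thapsigargin alone and 5% DMSO vehicle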
Hep lipid drop: inhibitors of hepatocyte lipid droplet formation, primary screen, imaging, high-throughput imaging, BODIPY stain | AML12 mouse hepatocytes, oleate lipid droplets | inhibition, % at 6.5 µM | 240,000 compounds, 0.4% hits | AID 1656, 2009;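 active = lipid droplet intensity inhibited by at least 50%, with more than 500 cells counted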
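Material – mouse AML12 hepatocyte cell line, fixed after treatment · Compound dosing – one dose, 6.5 µM compound · Times – compound with oleate, overnight · Measured by – Image-based BODIPY and DAPI two-channel analysis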
NOD2 inhibition: NOD2 signaling inhibitors, cell-based, luminescence, uHTS, HEK293 (AID 1566); HEK293 NOD2/NF-kB luciferase reporter, luminescence; higher % means a stronger effect; 290,000 compounds, 0.63% hits; one-dose inhibition, % at 4 µM; EC50 in µM for titrated hits; note: many of its hits are not listed in these tables
XIAP displacement: XIAP antagonists, biochemical, IAP family, fluorescence polarization (AID 1018); E3 ubiquitin-protein ligase XIAP (Homo sapiens); XIAP BIR domain, fluorescence polarization peptide displacement; higher % means a stronger effect; displacement, % at 20 µM, or IC50 in µM where a hit was titrated; 200,000 compounds, 0.007% hits; in the data active = displacement above about 50%; note: a part of the inactive calls stands beside numbers as strong as those of hits
LYP phosphatase: inhibitors of LYP phosphatase, biochemical, fluorescence intensity, uHTS (AID 1779); recombinant LYP phosphatase, fluorescence intensity; higher % means a stronger effect; inhibition, % at 11.5 µM; hits with a dose series show IC50 in µM; 290,000 compounds, 0.054% hits;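 note: plate controls were vehicle with enzyme for no effect and no enzyme for full effect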
Hep lipid drop cells 6.5 µM: further read-out of Hep lipid drop, marked with its call; cell count; measured here: cell count, cytotoxicity flag;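 cells counted across two imaged fields per well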
An asterisk follows results filed as active; · = no result given. Cut-off read from the data, not from the text of the source, unless noted: active = inhibition above about 50%; inactive = the rest. Not all compounds are listed; the hit share may differ from the screen's.

SMILES	Siah-1 displacement	P. falciparum M1AAP	AID2073	P. falciparum M17LAP	ER stress rescue	Hep lipid drop	Hep lipid drop cells 6.5 µM	NOD2 inhibition	XIAP displacement	LYP phosphatase
COC(C(=O)Nc1ccnn1C1CCN(C(=O)c2cccc(F)c2)CC1)c1ccccc1 (stereo not drawn)	4%	·	2%	·	·	-3	723	5%	·	-2%
CC(=O)Nc1c(C)nn(-c2ccc(C)c(C)c2)c1C	0%	0%	-3%	-1%	-1.3%	·	·	0%	-1.1%	-10%
Cc1cc(NC(=O)c2ccc(S(=O)(=O)N3CCOCC3)cc2)nc2c1c(=O)oc1ccccc12	-2%	-9%	44%	-9%	-2.9%	·	·	0%	-4.9%	0%
CCN(CC(=O)Nc1c(F)cccc1F)C(=O)CNC(=O)c1ccc2c(c1)OCO2	3%	·	0%	·	·	2	682	6%	·	-21%
O=C(O)COc1ccccc1/C=N/NC(=O)COc1ccc(-c2ccccc2)cc1	3%	-1%	7%	-1%	·	-3	673	8%	·	5%
COc1ccc(CCNC(=O)c2ccc(=O)[nH]n2)cc1OC	-5%	6%	6%	2%	-1.5%	·	·	-22%	-15%	-8%
COc1ccc(/C=N/NC(=O)c2cccc(OC(F)(F)C(F)F)c2)c(OC)c1OC	3%	3%	1%	-12%	-1.0%	1	640	7%	-3.2%	-2%
CCCCNC(=O)/C(C#N)=C/c1ccc2c(c1)OCCO2	5%	0%	-14%	-10%	-1.9%	1	636	14%	-1.0%	-5%
O=C(NNC(=S)Nc1ccc(Br)cc1)c1ccc(N2CCOCC2)c([N+](=O)[O-])c1	6%	-14%	-4%	-3%	-2.6%	-3	609	30%	-5.4%	4%
COC(=O)c1sc(=S)n(Cc2ccccc2)c1C	2%	1%	-11%	1%	·	8	775	-38%	·	-7%
CC(C)(C)NC(=O)C(=O)NNC(=O)c1ccco1	5%	10%	-1%	1%	-0.4%	28	466	-8%	-8.2%	-4%
Cc1nnc(N2C(=O)c3ccc(Br)cc3C2=O)s1	-1%	·	0%	·	·	-22	789	4%	·	-7%
CCCOc1ccc(-c2nc(N3CCN(CC)CC3)c3ccccc3n2)cc1	-3%	·	9%	·	·	3	868	-6%	·	-1%
OC(COCc1cccs1)CN1CCN(c2ccccn2)CC1 (stereo not drawn)	-3%	-3%	-2%	8%	2.4%	·	·	-7%	-6.0%	-1%
O=C(CCc1nnc(COc2ccccc2)o1)NCc1ccc(Cl)s1	-2%	0%	4%	2%	1.3%	-9	756	4%	-5.4%	-11%
COc1cc2c(cc1OC)-c1cc(N3CCCCCC3)nc(=O)n1CC2	-3%	3%	3%	-2%	-1.7%	0	673	15%	-11%	5%
O=C(N/C(=C/c1cccc([N+](=O)[O-])c1)C(=O)N1CCCCCC1)c1cccs1	-2%	4%	6%	15%	-4.4%	-4	659	-15%	-27%	-4%
O=C(c1ccccc1)N1CCN(C2CC(=O)N(CCc3ccccc3)C2=O)CC1 (stereo not drawn)	-9%	-6%	9%	-25%	0.8%	·	·	3%	-6.4%	-5%
Cc1cccc(N2CC(c3nc4ccccc4n3C)CC2=O)c1C (stereo not drawn)	4%	-2%	15%	12%	4.4%	-13	744	8%	-0.8%	-7%
O=C(CSc1cc(Cl)ccc1Cl)NC1CCCC1	2%	·	-10%	·	·	2	683	10%	·	-8%
CNC(=O)N(O)C1N(/N=C/c2cc(Br)ccc2O)C(=S)SC1(C)C (stereo not drawn)	-4%	·	13%	·	·	-11	418	14%	·	1%
CCc1ccc(CCC(=O)Nc2ccc(C)cc2C)o1	-3%	7%	16%	3%	-2.1%	-10	712	-11%	-2.3%	-3%
O=C(NC1CCCC1)C1CCCN1C(=O)Nc1ccc(Cl)cc1 (stereo not drawn)	6%	2%	-4%	0%	-0.7%	·	·	14%	1.4%	-5%
COc1ccc(CNC(=O)NCc2ccc(OC)c(OC)c2)cc1OC	0%	1%	5%	1%	2.0%	·	·	12%	-1.8%	-10%
Cc1ccc(C2=NOC3(CC(=O)N(c4ccccc4)C3=O)C2)cc1 (stereo not drawn)	0%	3%	-6%	-5%	·	0	703	9%	·	-3%
O=C(N/N=C/c1ccoc1)c1ccccc1O	3%	·	29%	·	·	-7	686	7%	·	-3%
CCOC(=O)C(C)N1N=C(/C=C/c2ccc(OC)cc2)CCC1=O (stereo not drawn)	3%	11%	-4%	34%	1.9%	·	·	2%	-1.4%	9%
CCOc1cc(NC(=S)Nc2cccc(OC)c2)c(OCC)cc1NC(=O)C(C)C	2%	-2%	-44%	0%	-0.8%	·	·	18%	-5.4%	-1%
C=CCn1cc(CN2CCC(C(=O)Nc3cccc(-c4cccc(Cl)c4)c3)CC2)c(C)n1	-5%	·	6%	·	·	-41	660	-2%	·	-2%
CC(C)CNC(=S)N(Cc1ccco1)Cc1cc2cc3c(cc2[nH]c1=O)OCCO3	5%	10%	5%	-2%	0.9%	-12	635	-14%	-3.9%	-6%

A second format for four compounds above:
canonical_smiles,Siah-1 displacement,P. falciparum M1AAP,AID2073,P. falciparum M17LAP,ER stress rescue,Hep lipid drop,Hep lipid drop cells 6.5 µM,NOD2 inhibition,XIAP displacement,LYP phosphatase
CCOC(=O)C(C)N1N=C(/C=C/c2ccc(OC)cc2)CCC1=O (stereo not drawn),3%,11%,-4%,34%,1.9%,·,·,2%,-1.4%,9%
CNC(=O)N(O)C1N(/N=C/c2cc(Br)ccc2O)C(=S)SC1(C)C (stereo not drawn),-4%,·,13%,·,·,-11,418,14%,·,1%
Cc1cccc(N2CC(c3nc4ccccc4n3C)CC2=O)c1C (stereo not drawn),4%,-2%,15%,12%,4.4%,-13,744,8%,-0.8%,-7%
CC(C)CNC(=S)N(Cc1ccco1)Cc1cc2cc3c(cc2[nH]c1=O)OCCO3,5%,10%,5%,-2%,0.9%,-12,635,-14%,-3.9%,-6%

Remaining list, next part:
SMILES	Siah-1 displacement	P. falciparum M1AAP	AID2073	P. falciparum M17LAP	ER stress rescue	Hep lipid drop	Hep lipid drop cells 6.5 µM	NOD2 inhibition	XIAP displacement	LYP phosphatase
COc1ccc(-c2cc3nc(-c4ccccc4)cc(N4CCC(O)CC4)n3n2)cc1	2%	·	33%	·	-0.2%	-35	611	22%	-4.6%	-9%
Cc1ccc(S(=O)(=O)NCC(=O)N(CC(=O)NCC2CCCO2)c2ccc(Cl)cc2)cc1 (stereo not drawn)	-3%	·	-8%	·	·	-24	845	7%	·	-8%
CCc1nnc(NC(=O)c2cc(-c3ccccn3)nc3ccccc23)s1	-2%	6%	0%	2%	-0.5%	5	692	13%	-4.1%	2%
Fc1cccc(/C=N/N=C/c2cccc(F)c2)c1	2%	-1%	-6%	-10%	1.4%	3	705	-12%	-7.4%	-3%
Cc1ccc(/C=c2\sc3nc(-c4cccs4)nn3c2=O)o1	0%	5%	-10%	80%	-1.2%	-2	660	6%	-10%	0%
COc1ccc(CNc2nc3nc(C)c(Cl)c(=O)n3[nH]2)cc1	4%	3%	0%	2%	·	-4	759	-2%	·	-6%
Cc1ccc(C)c(CSc2nnc(C)c(=O)[nH]2)c1	-1%	1%	-6%	4%	0.6%	25	662	6%	-1.8%	-6%
Cc1ccc2oc(-c3ccccc3C(=O)O)cc(=O)c2c1	-3%	9%	6%	16%	-1.1%	·	·	4%	-0.8%	-2%
CCOC(=O)C1=C(C)NC(=O)NC1c1ccc(Cl)cc1Cl (stereo not drawn)	3%	1%	-4%	-10%	-0.4%	-2	683	9%	-4.8%	-6%
Cc1ccc(-c2n[nH]c(=O)c3ccccc23)cc1S(N)(=O)=O	11%	·	-5%	·	·	9	813	-2%	·	-4%
CCN(CC)c1ccc(NC(=O)c2ccc(NC(=O)C3CCCO3)cc2)c(C)c1 (stereo not drawn)	0%	7%	-15%	13%	·	0	665	-14%	-5.6%	2%
COc1ccc(-n2ncc3c2CC(C)(C)CC3NC(=O)CSc2ccccn2)cc1 (stereo not drawn)	-8%	·	2%	·	·	-10	705	17%	·	-7%
CCNC(=S)N/N=C/c1ccc(OCCOc2ccccc2C)cc1	10%	5%	12%	-8%	-2.3%	12	714	-17%	-0.6%	-3%
O=C(Nc1ccc(F)c(Cl)c1)C1CCN(S(=O)(=O)c2cccnc2)CC1	-2%	3%	1%	5%	0.1%	·	·	8%	-20%	-2%
Cn1c(CCNC(=O)c2ccc(Cl)c(Cl)c2)nnc1SCc1ccc(Cl)c(Cl)c1	2%	3%	4%	0%	-2.5%	8	683	-6%	-11%	4%
CCC(C)[C@H](NC(=O)NCc1cccs1)C(=O)O (stereo partly drawn)	-1%	0%	4%	21%	-0.3%	·	·	0%	-2.3%	-4%
CCOc1ccc(C(=O)OCc2nnc(-c3cccs3)o2)cc1OC	-2%	1%	4%	1%	-3.8%	0	774	11%	-4.7%	0%
CC(=O)Nc1cccc(Oc2nc(C)cc(C)c2C#N)c1	0%	-1%	10%	1%	·	6	716	-2%	-9.7%	-2%
O=S(=O)(Nc1ncnc2c1oc1ccccc12)c1ccc(Cl)s1	1%	·	5%	·	-2.3%	·	·	-1%	-7.2%	-4%
CCOC(=O)/C=C1\NC(C)(C)Cc2cc(OC)c(OC)cc21	3%	2%	24%	3%	2.3%	·	·	1%	-2.7%	-2%
COc1ccccc1NC(=O)c1sc2ncn(Cc3cccc(C)c3)c(=O)c2c1C	-3%	1%	30%	8%	1.3%	-8	639	11%	-0.6%	-2%
O=C(NCCCc1ccccc1)Nc1ccccc1	6%	5%	-3%	11%	-1.5%	-31	735	-13%	-9.5%	-5%
CCC(=O)Nc1nnc(S(=O)(=O)N2CCCc3ccccc32)s1	11%	·	-7%	·	·	0	752	3%	·	-8%
COc1ccccc1NC(=O)NC1(C(=O)N2CCOCC2)CCCCC1	-1%	·	-7%	·	·	2	770	3%	·	-14%
Cc1cccc(NC(=O)CSc2nnc(CNC(=O)c3ccco3)o2)c1C	4%	·	4%	·	·	-4	691	10%	·	-14%
Nc1nnc(CC(=O)N/N=C/c2ccccc2OCc2ccccc2F)s1	-2%	-1%	5%	0%	·	1	730	12%	·	-6%
Cc1noc(C)c1S(=O)(=O)N(CC(=O)NCCc1ccccc1)c1ccc(C(C)C)cc1	-2%	·	4%	·	·	-14	655	7%	·	-9%
O=C(Nc1cccc(F)c1)Nc1ccnn1C1CCN(C(=O)c2ccccn2)CC1	11%	·	5%	·	·	1	813	-4%	·	-6%
N#CC1=C2N=C(N)c3ccccc3N2C2=C(C(=O)CCC2)C1c1ccc(Cl)cc1 (stereo not drawn)	1%	10%	-4%	3%	17%	-39	659	11%	-4.5%	-1%
CCOc1ccc(NC(=S)Nc2cccnc2)cc1	3%	7%	5%	-11%	-0.8%	-15	720	10%	-13%	-6%
